# NPYLR7 ag: agonists of mosquito NPYLR7 receptor, primary screen, cell-based, Aedes aegypti, calcium fluorescence, mosquito biting behavior | Aedes aegypti neuropeptide Y-like receptor 7 (NPYLR7) | HEK293T NPYLR7/Galpha15, GCaMP6s calcium fluorescence | activation, % at 10 µM | 0.15% of 270,000 active; in the data active = activation above about 40%;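 also: 0% = vehicle and 100% = reference agonist at the receptor; some compounds past the cut are filed as inactive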
# mcGAS lum: cyclic GMP-AMP synthase inhibitors, mouse, primary biochemical chemiluminescence. Q8C6L5. recombinant cGAS, Kinase-Glo ATP depletion luminescence. inhibition, % at 12.5 µM. 0.15% of 160,000 active. AID 1259399, 2018;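 also: 0% = negative control wells and 100% = reference inhibitor with no enzyme activity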
# hcGAS lum: Primary biochemical luminescence assay for human cyclic GMP-AMP synthase inhibitors | 0.081% of 290,000 active | recombinant h-cGAS, ATP depletion, Kinase-Glo luminescence | Q8N884 | inhibition, % at 12.5 µM;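 also: 0% = vehicle reaction and 100% = reaction without DNA for no activity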
# Target sequence (Q8N884 whole entry, looked up): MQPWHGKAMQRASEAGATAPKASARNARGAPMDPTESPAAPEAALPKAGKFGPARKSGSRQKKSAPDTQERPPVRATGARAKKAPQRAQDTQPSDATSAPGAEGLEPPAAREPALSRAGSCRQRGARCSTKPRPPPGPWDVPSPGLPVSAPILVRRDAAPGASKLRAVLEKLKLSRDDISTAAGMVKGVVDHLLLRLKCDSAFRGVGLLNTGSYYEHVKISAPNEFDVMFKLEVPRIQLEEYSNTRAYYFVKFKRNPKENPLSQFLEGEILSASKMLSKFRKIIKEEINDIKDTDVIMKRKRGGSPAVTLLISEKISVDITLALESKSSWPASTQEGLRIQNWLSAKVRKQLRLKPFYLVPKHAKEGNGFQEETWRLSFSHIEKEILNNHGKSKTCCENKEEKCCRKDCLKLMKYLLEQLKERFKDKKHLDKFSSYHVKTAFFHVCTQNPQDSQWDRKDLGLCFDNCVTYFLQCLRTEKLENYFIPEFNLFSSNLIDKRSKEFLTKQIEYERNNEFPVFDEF
# An asterisk follows results filed as active; x = not tested or not shown. Rule as the data show it, unless noted: active = inhibition above about 40%; inactive = the rest. Compounds as they come; about 0.29% have a hit in one of these screens.
SMILES,NPYLR7 ag,mcGAS lum,hcGAS lum
CCOC(=O)N1CCN(c2c(NCCC(C)C)c(=O)c2=O)CC1,5,-5,-8
Cc1ccc(C)c(CN(CC(=O)N(CCc2ccccc2)Cc2ccc(C)o2)CC2CCCO2)c1 (stereo not given),-2,-4,-2
O=C(CSc1nc(=O)n(Cc2ccncc2)c2c1CCC2)Nc1ccc(F)cc1,2,-9,-4
Cn1c(=O)n(Cc2ccc(F)cc2)c(=O)c2c1nc1oc(C(C)(C)C)cn12,-6,x,-4
O=C(Cc1cc2c(cc1Cl)OCCO2)NCc1cccnc1-n1ccnc1,0,x,-2
CCC(C)n1c(=O)[nH]c2c1c(=O)n(C)c(=O)n2C (stereo not given),15,x,-10
COc1ccc(CCN(C)C(=O)c2cc(-c3ccccc3F)nn2-c2ccc(Cl)cc2)cc1OC,5,-3,-2
CCCCN(Cc1cccn1Cc1cccc(C(F)(F)F)c1)C(=O)CN(CC)C(=O)C(c1ccccc1)c1ccccc1,x,-4,-1
CCCCn1c(N)c(N(CCC(C)C)C(=O)NCC)c(=O)[nH]c1=O,8,x,-4
CC(C)N(CCSc1nc2cc(S(=O)(=O)N3CCOCC3)ccc2n1CC1CCCO1)C(C)C (stereo not given),9,-4,-11
COc1ccccc1NC(=O)N1CCCC(Cn2cc(CCO)nn2)C1 (stereo not given),12,x,-11
CCn1c(C2CCNCC2)nn(CCCc2ccccc2)c1=O,4,x,-3
COc1cc(C(C2Sc3ncnn3C2=O)N2CCN(Cc3ccccc3)CC2)cc(OC)c1OC (stereo not given),-4,-2,1
COc1cc([N+](=O)[O-])ccc1N=Cc1nc(-c2ccccc2)oc1O,-3,x,-4
Cc1cc2ncn(C(=O)N3CCC(C)CC3)c2cc1C,-6,x,6
CNS(=O)(=O)c1cc(C(=O)NCC(C)c2ccsc2)c(C)o1 (stereo not given),2,-15,-6
Nc1ncncc1-c1noc([C@@H]2CCCN2Cc2ccc(CO)o2)n1,-10,-2,-3
CC(C)c1ccc(NC(=O)CSc2nc(=O)n(CCN3CCOCC3)c3c2CCCC3)cc1,-1,-7,-6
CCOCC(=O)Nc1ccc(-c2cn3ccsc3n2)cc1,-4,1,-2
CC(=O)c1cccc(NC(=O)/C=C/c2ccc([N+](=O)[O-])s2)c1,-1,-3,-3
CC(C)(C)N(CC(=O)N1CCc2sccc2C1c1ccccc1)C(=O)c1cccc(Cl)c1 (stereo not given),2,-2,0
C=CCn1c(SCc2ccc(Cl)c(Cl)c2)nnc1-c1ccc(F)cc1,17,-4,-5
c1csc(NC2CCCCC2)n1,-11,x,-6
O=C(c1cc(-c2ccco2)nn1-c1ccc(Cl)c(Cl)c1)N1CCN(Cc2ccccc2)CC1,-2,-5,-15
Cc1cc(/C=C2\SC(=Nc3ccccc3Cl)NC2=O)c(C)n1-c1ccccc1,1,-4,-6
C=C(C)Cn1c(N2CCN(Cc3ccccc3Cl)CC2)nc2c1c(=O)[nH]c(=O)n2C,-7,x,1
O=C1C2C3CC(C(Br)C3Br)C2C(=O)N1c1cccc(O)c1 (stereo not given),-4,-6,-7
COc1ccc(C(=O)CSc2nccn(-c3cccc4ccccc34)c2=O)cc1,12,-7,-3
Cc1nc(Cc2nnc(SCC(=O)NN3C(=O)NC4(CCCCC4)C3=O)o2)cs1,0,-4,-2
CCCc1nc(N2CCN(C(=O)Nc3ccc(Cl)c(Cl)c3)CC2)c2c(C)nn(-c3ccccc3)c2n1,11,-4,-4
CC(=O)c1cc2c(cc1N1C(=O)C3C4C=CC(C4)C3C1=O)OCO2 (stereo not given),-10,-6,-6
CCCCC(=O)Nc1cccc(C(=O)N2C[C@H](O)[C@@H](N3CCCC3)C2)c1,6,x,1
COc1ccc(OC)c(C(=O)CSc2nnc(-c3cccs3)n2-c2cccc(C)c2)c1,x,-6,0
CC(C)(C)c1cc(NC(=O)c2cnsn2)n(C(C)(C)C)n1,-8,x,-12
COCCn1c(N)c(C(=O)OCC(C)C)c2nc3ccccc3nc21,2,x,8
CCOc1ccc(C2c3cccn3CCCN2Cc2ccccn2)cc1 (stereo not given),-1,-5,-4
COc1cccnc1NS(=O)(=O)c1ccc2c(c1)C(=O)NC2=O,2,x,1
CC(C)S(=O)(=O)N1CCCC(OCc2ccccc2Cl)C1 (stereo not given),-8,-6,-8
CCN(CC)c1onc(-c2ccccc2)c1CN(CCOC)C(=O)c1cccc(C(F)(F)F)c1,2,-7,-10
C=C[C@@]1(C)CC(=O)[C@@]2(O)[C@](C)(O1)[C@@H](OC(C)=O)[C@@H](O)C1C(C)(C)CC[C@H](O)[C@@]12C (stereo not given in full),-14,x,-3
N#CNC(=Nc1ccccc1)SCc1ccccn1,-7,x,4
COc1ccc(CC2CN(C(=O)CCCn3cnnn3)CCO2)cc1 (stereo not given),5,-13,-9
O=c1c(N=Nc2ccc3c(c2)OCCO3)c(-c2ccccc2)[nH]n1-c1ccccc1,-5,-6,-6
Cc1cccc(C(=O)N2CCN(Cc3cc(=O)c(OCc4ccc(-c5ccccc5C#N)cc4)co3)CC2)c1C,16,-6,1
Cc1ncc(-c2c(-c3ccccc3)ncn2Cc2noc(C3CC3)n2)s1,20,x,-5

# Single records, from the list above. Screens in order: NPYLR7 ag, mcGAS lum, hcGAS lum
# Entry for `N#CNC(=Nc1ccccc1)SCc1ccccn1` = -7, x, 4
# Entry for `CCOc1ccc(C2c3cccn3CCCN2Cc2ccccn2)cc1` (stereo not given) = -1, -5, -4
# Entry for `O=c1c(N=Nc2ccc3c(c2)OCCO3)c(-c2ccccc2)[nH]n1-c1ccccc1` = -5, -6, -6
# Entry for `Cc1cccc(C(=O)N2CCN(Cc3cc(=O)c(OCc4ccc(-c5ccccc5C#N)cc4)co3)CC2)c1C` = 16, -6, 1
# Entry for `CC(C)S(=O)(=O)N1CCCC(OCc2ccccc2Cl)C1` (stereo not given) = -8, -6, -8

# As entered above.
# `N#CNC(=Nc1ccccc1)SCc1ccccn1` | hcGAS lum: 4
# `COc1ccc(OC)c(C(=O)CSc2nnc(-c3cccs3)n2-c2cccc(C)c2)c1` | mcGAS lum: -6
# `Cc1cccc(C(=O)N2CCN(Cc3cc(=O)c(OCc4ccc(-c5ccccc5C#N)cc4)co3)CC2)c1C` | NPYLR7 ag: 16
# `CC(C)S(=O)(=O)N1CCCC(OCc2ccccc2Cl)C1` (stereo not given) | hcGAS lum: -8

# Part of the list above, limited to mcGAS lum and NPYLR7 ag:
smiles,mcGAS lum,NPYLR7 ag
N#CNC(=Nc1ccccc1)SCc1ccccn1,x,-7
COc1ccc(CC2CN(C(=O)CCCn3cnnn3)CCO2)cc1 (stereo not given),-13,5

# Continued:
SMILES,NPYLR7 ag,mcGAS lum,hcGAS lum
Cc1nnnn1-c1cccc(C(=O)N2CCC(c3cc(C(C)C)n[nH]3)CC2)c1,-3,-10,0
COc1cc(/C=C2N=C(/C=C/c3ccccc3)OC/2=O)ccc1OC(C)=O,0,x,0
COc1ccccc1C(=O)N(Cc1cccnc1)c1nc2cc(C)c(C)cc2s1,-2,-8,-2
CCCCN(Cc1cccn1Cc1ccc(Br)cc1)C(=O)CN(C(=O)COc1ccccc1)C(C)CC (stereo not given),-3,-4,-6
CC1CCC(C(C)C)C(OCC(O)CN2CCN(CCO)CC2)C1 (stereo not given),1,-6,-6
CCOc1ncccc1CN1CCCC(C(=O)NC(c2ccccc2)c2ccccc2)C1 (stereo not given),-6,x,-3
CCN(CCc1ccccn1)C(=O)c1cc(-c2cnc(N)nc2)nc2c(C)cccc12,0,-12,-6
CON1C(=O)c2ccccc2NC12CCN(Cc1cccn1S(=O)(=O)c1ccccc1)CC2,0,x,-8
CC(C)(CO)C(OS(C)(=O)=O)C(=O)NCCC#N (stereo not given),0,x,-5
Cn1ccnc1C(NC(=O)Cc1ccccc1F)c1ccccc1 (stereo not given),5,x,-5
CCOC(=O)CCCCCC(=O)N1CCc2c([nH]c3ccc(OC)cc23)C1c1ccc(COC(C)=O)o1 (stereo not given),0,-6,-8
CN(C(=O)COc1ccc(C(N)=O)cc1)C1Cc2ccccc2C1,6,x,-2
CC(=O)Nc1ccnn1C1CCN(Cc2cccc(OC3CCCC3)c2)CC1,14,-11,-7
c1cnc2c(OCCN3CCCCC3)cccc2c1,-22,-3,0
Cc1ccccc1C(=O)N=Nc1c(O)[nH]c2ccc(C)c(Br)c12,-6,x,-3
COc1cccc(C(CN2CCN(S(=O)(=O)c3cn(C)c(C)n3)CC2)OCc2cccc(Cl)c2)c1 (stereo not given),-1,-4,0
Cc1ccc(OCCNC(=O)NC(C)c2cccs2)c(C)c1 (stereo not given),14,-12,-4
CC1CCCCN1CC(=O)N1N=C(c2ccc(F)cc2)CC1c1ccco1 (stereo not given),0,-3,-3
Cc1ccc(F)cc1CC(=O)NCCn1ncc2ccccc2c1=O,6,-14,-5
Cc1nsc(N)c1C(=O)OCC(=O)N(c1ccccc1)C(C)C,1,-3,2
Cc1nn(C)cc1-c1ccnc(N(C)Cc2cccc(CN(C)C)c2)n1,10,x,-7
O=C(NCCc1csc2nc(-c3ccc(Cl)cc3)nn12)c1ccc2ccccc2c1,9,-10,-7
CN(C)C[C@@H]1CN(C2CCOCC2)C[C@H]1NC(=O)c1cc(C2CC2)[nH]n1,x,1,4
CS(=O)(=O)c1ccc(-c2ccc(CN3CCCC3)cc2)cc1,x,-8,-8
Cc1ccc(C(=O)COC(=O)C23CCC(=O)N2CCS3)cc1C (stereo not given),2,x,-7
O=C(Oc1ccc(/C=C/c2ccncc2)cc1)c1ccc(Br)o1,-7,x,-3
COCCn1c(C)cc(O)c(C(c2ccc(OC)c(OC)c2)N2CCCCC2)c1=O (stereo not given),9,x,-10
C=CCn1c(=NC(=O)C2=COCCO2)sc2cc(S(C)(=O)=O)ccc21,6,x,-7
O=C(O)c1cc(C2=CCCCC2)cc(S(=O)(=O)NCc2ccccn2)c1,-1,-7,-1
O=C(N=Nc1c(O)[nH]c2ccccc12)c1cccs1,-3,-5,-4
NCC(O)C(O)C(O)c1cnn(-c2ccccc2)n1 (stereo not given),-6,x,-6
O=C(CCc1ccccc1)N1CCCC(CNS(=O)(=O)c2cccs2)C1 (stereo not given),11,x,-13
CCc1nc2ccc(C(=O)NCc3ccccc3OC)cn2c1N(CC)Cc1ccc2c(c1)OCCO2,18,-2,-6
COc1ccc(CN(CCc2c[nH]c3ccccc23)C(=O)CN(C(=O)/C=C/c2ccccc2)C2CC2)cc1,x,-6,-3
O=C(NCC1CCS(=O)(=O)C1)c1cccnc1Oc1cccc(Br)c1 (stereo not given),9,x,-7
CCCCC(CC)CN1CCc2[nH]nc(C3CC3)c2C1 (stereo not given),14,x,-6
Cc1c(C)n2c3c(=O)n(CC(=O)C(C)(C)C)c(=O)n(C)c3nc2n1C(C)c1ccccc1 (stereo not given),0,x,1
CCOC(=O)c1cc(-c2cccc(NC(=O)c3c(F)cc(OC)cc3F)c2)n(-c2ccccc2OC)n1,-5,2,6
CC/C=C\CCc1c(-c2ccccc2)ncn1CC1CCN(C)C1 (stereo not given),15,-14,-5
CCOC(=O)c1c(NC(=O)c2cc(C)oc2C)sc2c1CCC2,13,-4,-10

# Bioassay records as filed in PubChem.
